# Screens from PubChem.
# rTrxR1 inhibitor – inhibitors of rat thioredoxin reductase 1 | recombinant rTrxR1, NADPH fluorescence consumption, selenite substrate | Potency, µM (series often up to 114 µM), for the others: top-dose activity change, negative = inhibition, hits mostly inhibitors | 390,000 tested, 1% active; also: potency is read from the fitted curve at half-maximal effect; % is scaled to controls: 0 for no effect and ±100 for the full control effect; nearly all actives have a fitted effect of over 65% in size
#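 Rat TrxR1 (90 nM in the dispensed reagent) was pre-reduced with 400 uM NADPH for 5 min at room temperature, then incubated with compound for 15 min. After 400 uM selenite was added, NADPH fluorescence (Ex 340/Em 450 nm) was followed for 8 min.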
# PI4K2A inh – PI4K2A (human) kinase inhibition | Q9BTU6 | purified PI4K2A, ADP-Glo luminescence, 1 h; hits give low values | activity change, negative = inhibition, % at 76.9 µM | 420,000 tested, 0.13% active; in the data active = activity change below about -50%; inconclusive = mostly about -30% to -49%;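 also: -100% = wells without enzyme as full effect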
# Target sequence (Q9BTU6 whole entry, looked up): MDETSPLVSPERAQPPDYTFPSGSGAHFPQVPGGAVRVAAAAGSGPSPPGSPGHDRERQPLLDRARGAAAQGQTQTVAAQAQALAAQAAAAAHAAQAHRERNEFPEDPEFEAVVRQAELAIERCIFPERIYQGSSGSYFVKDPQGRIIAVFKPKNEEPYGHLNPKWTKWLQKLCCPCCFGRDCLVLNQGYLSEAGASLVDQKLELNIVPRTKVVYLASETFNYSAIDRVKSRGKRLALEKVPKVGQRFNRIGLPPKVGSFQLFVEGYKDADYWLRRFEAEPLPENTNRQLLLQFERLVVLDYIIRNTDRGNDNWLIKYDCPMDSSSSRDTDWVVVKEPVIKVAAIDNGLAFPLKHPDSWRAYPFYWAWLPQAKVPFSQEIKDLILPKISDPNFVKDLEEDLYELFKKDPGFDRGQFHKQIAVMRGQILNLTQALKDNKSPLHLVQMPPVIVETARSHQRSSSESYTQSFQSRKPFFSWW
#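 Compounds are screened against recombinant PI4K2A using PI as substrate and ATP, the latter dispensed at 300 microM. Reactions run one hour at ambient temperature before ADP-Glo detection; full inhibition defined by wells lacking enzyme.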
# USP1-UAF1 inh – blocks the human USP1/UAF1 deubiquitinase complex | Potency, µM (series often up to 57.1 µM), without a hit: at the highest dose activity change, negative = inhibition, usual class: inhibitors | 390,000 tested, 0.23% active | O94782 | AID 743255 | recombinant USP1/UAF1, Ub-Rhodamine cleavage fluorescence; also: potency is read from the fitted curve at half-maximal effect; % is scaled to controls: 0 for no effect and ±100 for the full control effect; nearly all actives have a fitted effect of over 60% in size; inactives centre near -12
#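 In this screen, compounds sit with the deubiquitinase complex (1nM) for 15 min at room temperature before Ub-Rho is added at 150nM final. Fluorescence rise is then followed for 6 reads every 60 seconds.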
# TRHR enhancer – allosteric enhancers of human TRH receptor; enhancement, % at 2 µM; AID 493056; TRHR cells, fluo-8 calcium fluorescence, EC20 TRH enhancement; 360,000 tested, 0.66% active; P34981; in the data active = enhancement above about 30%; also: 0% is about no effect
#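 Enhancer read-out: after compound pinning and an initial kinetic agonist-mode read, an EC20 of TRH (10 nM final) was injected and fluo-8 calcium signal (Ex 480/Em 530) followed at 1 s/cycle for 100 cycles in TRHR-expressing cells.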
# mIDH1 inhibitor – human IDH1 R132H inhibition. O75874. IDH1-R132H enzyme, NADPH consumption, diaphorase/resazurin fluorescence. Potency, µM (top dose mostly 76.6 µM), for the others: at the top dose activity change, negative = inhibition, actives largely listed as inhibitors. 390,000 tested, 0.093% active; also: potency is read from the fitted curve at half-maximal effect; % is scaled to controls: 0 for no effect and ±100 for the full control effect; nearly all actives have a fitted effect of over 65% in size
#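 IDH1-R132H (0.5 ug/mL) preincubated 30 min with compound, then NADPH (0.016 mM) and alpha-KG (2 mM) added; 80 min at RT, pH 7.5. Remaining NADPH coupled via diaphorase/resazurin to fluorescence (540/590 nm); concentration-response curves normalized to no-enzyme control.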
# TrxR1 substrate – substrates of rat thioredoxin reductase 1. purified TrxR1 substrate turnover, NADPH consumption readout. Potency, µM (series often up to 114 µM), for inactives: at the top dose activity change, negative = substrate turnover. O89049. AID 588456. 390,000 tested, 0.01% active; also: potency is read from the fitted curve at half-maximal effect; % is scaled to controls: 0 for no effect and ±100 for the full control effect; nearly all actives have a fitted effect of over 50% in size
#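 Rat TrxR1, dispensed at 90 nM, was prereduced with 400 uM NADPH (final) for 5 min at ~22 deg C, then incubated with compound 15 min before 400 uM selenite. A first-read NADPH fluorescence drop versus no-compound background flagged substrates.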
# TRHR agonist – activates the human TRH receptor; activation, % at 2 µM; 360,000 tested, 0.18% active; AID 493084; TRHR cells, calcium flux fluo-8, FDSS agonist mode; P34981; in the data active = activation above about 30%; also: 0% is about no effect
#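 Steps: seed TRHR cells overnight; add fluo-8 no-wash Ca dye, RT 30 min–1.5 h; record 10 s baseline; pin-transfer compounds; monitor fluorescence 1 cycle/s for the agonist window. Calcium increases flag candidate agonists.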
# D2 ag – D2 dopamine receptor (human) agonism. AID 485358. activation, % at 2 µM. 340,000 tested, 0.53% active. HEK293 T-REx D2 cells, calcium flux agonist mode. P14416;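 active = activation over 3 SD above normal in the single-dose calcium agonist read, cut at about 30% in these data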; also: 0% is about no effect
# Target sequence (P14416 whole entry, looked up): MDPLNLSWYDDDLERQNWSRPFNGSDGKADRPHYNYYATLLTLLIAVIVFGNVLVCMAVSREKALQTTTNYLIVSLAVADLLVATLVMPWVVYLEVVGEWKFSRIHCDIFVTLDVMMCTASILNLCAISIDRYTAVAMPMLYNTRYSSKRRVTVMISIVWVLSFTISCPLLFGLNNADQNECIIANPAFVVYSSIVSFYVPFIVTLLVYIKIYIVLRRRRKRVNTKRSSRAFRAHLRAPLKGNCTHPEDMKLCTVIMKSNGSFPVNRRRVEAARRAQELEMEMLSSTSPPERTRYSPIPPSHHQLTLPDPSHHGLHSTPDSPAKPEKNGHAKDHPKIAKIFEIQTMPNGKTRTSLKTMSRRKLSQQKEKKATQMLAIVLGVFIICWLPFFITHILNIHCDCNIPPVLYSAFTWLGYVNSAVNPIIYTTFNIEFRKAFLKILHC
#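 HEK293 Trex D2 cells, tetracycline-induced, o/n 30 C 5% CO2; no-wash Ca dye, RT 30–90 min; 10-cycle baseline, 23 nl cpd added, kinetic Ca read 180 s; agonist hits = positive Ca response.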
# D2 antag – antagonizes the human D2 dopamine receptor. HEK293 TREx D2 cells, calcium flux, dopamine EC80. P14416. inhibition, % at 10 µM. AID 485344. 340,000 tested, 2% active; in the data active = inhibition above about 30%; also: 0% is about no effect
#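 Calcium flux kinetic readout in an inducible HEK293 TREx D2 line plated overnight at 30 C. After 180 s compound exposure, an EC80 dopamine challenge follows with another 180 s kinetic read to detect antagonism.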
# * hit, by the source's call; ? = inconclusive; / = not tested or not shown; & = joins results of further samples; [ ] = remark or other dose. Unless noted, calls follow the shape of the dose curve; as a rule, active = well fitted inhibition curve with a large enough effect; inconclusive = small, poorly fitted or top-dose-only effect; inactive = no such curve, though single readings can be large or run the other way.
SMILES,rTrxR1 inhibitor,PI4K2A inh,USP1-UAF1 inh,TRHR enhancer,mIDH1 inhibitor,TrxR1 substrate,TRHR agonist,D2 ag,D2 antag
Cc1c(N=Cc2cc(Br)cc(Br)c2O)cccc1C(=O)O,4%[57.1 µM],-23,?,1,-25%,8%[57.1 µM],4.9,-0.6,-11
CC(=O)Nc1cccc(NS(=O)(=O)c2c(C)noc2C)c1,-13%,0,-7%,/,1%,-13%,/,/,/
CC(C)(C)NC(=O)COC(=O)CNC(=O)c1cc(Cl)cc([N+](=O)[O-])c1,11%,-4,-22%,5,4%,4%,-0.8,-0.7,15
c1ccc(OCCSc2ncnc3nc[nH]c23)cc1,10%,1,-8%,/,3%,-9%,/,/,/
COc1ccc(CN2CCNC(=O)C2CC(=O)NCc2csc(C)n2)c(F)c1 (configuration not stated),-22%,1,-21%,-2,0%,2%,0.4,0.7,3
C=CCC[C@H](Cc1ccc(F)cc1)C(=O)OC[C@H](Cc1c[nH]c2ccccc12)NC(=O)[C@H](CC=C)CC(=O)N[C@H](CO)Cc1ccccc1,22%,2,-19%,/,0%,5%,/,/,/
O=C(CN1C(=O)CC(c2ccco2)Sc2ccccc21)Nc1ccccc1F (configuration not stated),25µM*,-10,-7%,-4,15%,2%,0.0,0.6,11
CC(C)(C)OC(=O)C[C@@H]1C/C=C\C[C@H](CC(=O)N[C@H](CO)Cc2ccccc2)C(=O)N[C@H](C(C)(C)C)COC1=O,11%,1,-27%,/,11%,-4%,/,/,/
Cc1ccc(NC(=O)COc2cccc3ccc(C)nc23)c(Br)c1,11%[57.1 µM],-2,-3%,19,6%,7%[57.1 µM],1.2,0.6,15
Fc1ccc(C2CC(c3ccco3)n3ncnc3N2)cc1 (configuration not stated),?,-6,-3%,-6,-6%,4%,-0.3,0.4,3
CC1CN(C(=O)Cn2c(=O)oc3ccccc32)CC(C)O1 (configuration not stated),5%,4,-23%,0,-1%,2%,0.9,0.4,14
O=C1OC(C(=O)O)Cc2ccccc21 (configuration not stated),12%,-1,0%,-2,7%,8%[57.1 µM],0.0,-0.6,-5

# rTrxR1 inhibitor: what is marked active above.
SMILES | rTrxR1 inhibitor | PI4K2A inh | USP1-UAF1 inh | TRHR enhancer | TrxR1 substrate | D2 antag
O=C(CN1C(=O)CC(c2ccco2)Sc2ccccc21)Nc1ccccc1F (configuration not stated) | 25µM* | -10 | -7% | -4 | 2% | 11

# Returning to the listing with the 5 entries that preceded the break.
SMILES,rTrxR1 inhibitor,PI4K2A inh,USP1-UAF1 inh,TRHR enhancer,mIDH1 inhibitor,TrxR1 substrate,TRHR agonist,D2 ag,D2 antag
CC(C)(C)OC(=O)C[C@@H]1C/C=C\C[C@H](CC(=O)N[C@H](CO)Cc2ccccc2)C(=O)N[C@H](C(C)(C)C)COC1=O,11%,1,-27%,/,11%,-4%,/,/,/
Cc1ccc(NC(=O)COc2cccc3ccc(C)nc23)c(Br)c1,11%[57.1 µM],-2,-3%,19,6%,7%[57.1 µM],1.2,0.6,15
Fc1ccc(C2CC(c3ccco3)n3ncnc3N2)cc1 (configuration not stated),?,-6,-3%,-6,-6%,4%,-0.3,0.4,3
CC1CN(C(=O)Cn2c(=O)oc3ccccc32)CC(C)O1 (configuration not stated),5%,4,-23%,0,-1%,2%,0.9,0.4,14
O=C1OC(C(=O)O)Cc2ccccc21 (configuration not stated),12%,-1,0%,-2,7%,8%[57.1 µM],0.0,-0.6,-5
COCCSc1ccccc1C(=O)N1CCc2ccccc21,13%[57.1 µM],-3,-18%,0,10%,2%,-0.2,-0.4,-9
COc1ccc(N(C)S(=O)(=O)c2cccc(C(=O)OC(C)C(=O)NC3CCCCC3C)c2)cc1 (configuration not stated),15%,-1,-15%,-4,3%,6%,-0.3,2.4,8
COc1cc(OC)c(NC(=O)CCCNC(=O)Cn2cnc3sc(C)c(C)c3c2=O)cc1Cl,22%,9,?,11,0%,5%,-0.4,-0.7,-33
CCOC(=O)C1CCCN(C(=O)c2cc3c(=O)n(C)c4ccccc4c3n2C)C1 (configuration not stated),-2%[57.1 µM],21,-18%,-5,22%,-3%[57.1 µM],-0.6,6.9,18
O=C(Nc1nccs1)C1CC(=O)N(c2ccccc2)C1 (configuration not stated),-3%,1,-25%,-1,-3%,-4%,0.4,-1.1,-18
Cc1ccc(-c2cc(C(F)F)nc(S(C)(=O)=O)n2)cc1,-16%,26,-20%,-3,1%,36%[activator],-0.6,-0.4,-15
Cc1ccc(-n2nc(C)c(C(=O)O)c2-n2cccc2)cc1,5%,4,-4%,5,/,6%,0.6,-0.2,/
Fc1cccc(Cl)c1Cn1nnc(-c2ccc3c(c2)OCO3)n1,-11%,8,-8%,-2,0%,-8%,0.9,/,/
CC1=CC(C#N)(C#N)C(C#N)(C#N)C(c2ccccc2)N1 (configuration not stated),/,/,/,-5,/,/,1.5,1.0,-1
C=CCNc1sc(C(=O)c2ccc(C)cc2)c(N)c1C#N,7%[57.1 µM],-6,-11%,-3,0%,2%[57.1 µM],0.0,-0.5,-2
Cc1ccc(OCc2nnc(SCC(=O)Nc3sc(C)c(C)c3C#N)n2C)cc1,9%[57.1 µM],1,-2%,-8,1%,10%[57.1 µM],-1.0,/,/
CC(=O)N1CCN(C(=O)/C(C#N)=C/c2ccc3c(c2)OCO3)CC1,-7%,4,-2%,5,19%,-8%,-1.8,3.8,6
Cn1c(CCCCCN)nc2ccccc21,-1%,6,2%,-3,-2%,-6%,-0.3,-0.8,10
O=C(CSCc1ccc(F)cc1)NCc1cccs1,-7%[57.1 µM],-2,-12%,9,0%,-3%,10,0.0,-1
COc1c(C)cc(C(=O)C2CCCN(Cc3c(C)n(C)n(-c4ccccc4)c3=O)C2)cc1C (configuration not stated),15%[57.1 µM],2,?,-7,1%,5%[57.1 µM],-0.2,0.0,-1
C/C(N)=C(/C#N)C(=O)CSc1nnnn1-c1ccc(C)cc1,12%[57.1 µM],6,-13%,-27,7%,8%[57.1 µM],-0.4,0.2,-3
COc1cc(SC)ccc1C(=O)Nc1ccc2c(c1)CCN2S(C)(=O)=O,42%[activator],-1,-13%,-7,-3%,17%,-0.4,-0.4,6
COc1cc(C2C3=C(CC(C)(C)CC3=O)OC(N)=C2[N+](=O)[O-])ccc1O (configuration not stated),-28%,0,-9%,-1,-8%,-14%,0.6,1.0,-1
CC(C)CC(=O)C1=C(O)C(=O)N(Cc2ccccc2)C1c1ccccc1 (configuration not stated),11%,-2,-23%,-1,-8%,-6%,0.0,1.0,-5
CCOC(=O)C1CCCN(C(=O)c2cc3ccccc3oc2=O)C1 (configuration not stated),22%,0,-22%,3,0%,4%,0.6,-0.1,14
O=C(COC(=O)c1ccccc1Br)NCc1ccccc1,-2%,-9,6%,3,7%,-10%,0.0,0.3,2
COc1ccc(OC)c(S(=O)(=O)NCCc2sc(-c3cccnc3)nc2C)c1,32%[57.1 µM],-5,-15%,2,21%,2%[57.1 µM],0.5,-0.8,/
COc1cccc(CNC(=O)c2ccc3c(c2)sc2nc(-c4ccccc4)cn23)c1OC,-4%,-4,17%,8,-15%,-8%,0.2,1.5,/
Cc1cccc(C(=O)NCc2ccc(S(N)(=O)=O)cc2)c1[N+](=O)[O-],22%,-8,-9%,-3,4%,9%,-0.5,-1.4,-3
CC(C)(C)c1ccc(C(CC(=O)O)NS(=O)(=O)Cc2ccccc2)cc1 (configuration not stated),27%,0,-18%,6,-11%,5%,1.3,0.2,3
Cc1cc(C)cc(N(CCC(=O)Nc2nnc(C3CC3)s2)S(=O)(=O)c2ccc(Cl)cc2)c1,2%[57.1 µM],-6,1%,-1,2%,3%[57.1 µM],0.5,0.6,11
CCOc1ccc(S(=O)(=O)N2CCCCC2)cc1NC(=O)C1CCC1,2%,0,-14%,-4,-1%,-5%,0.4,-0.7,6
Cc1ccc(-c2nn(C)c(=O)c3ccccc23)cc1CNC(=O)c1ccccc1,9%[57.1 µM],-3,-3%,4,21%,-2%[57.1 µM],0.6,-0.4,0
CC1CCCCC1NC(=O)C1CCC(CNS(=O)(=O)c2cccc3cccnc23)CC1 (configuration not stated),-2%,-6,5%,-6,-1%,-6%,0.8,-4.5,4
CN(C)[C@@H]1CCC[C@@H]1OC(=O)C(c1ccccc1)c1ccccc1,3%,1,-2%,13,2%,0%,-0.4,-0.6,4
COc1cccc(N(CC(=O)NC2CCCCC2)C(=O)Cn2nnc(-c3ccc(C)o3)n2)c1,19%[57.1 µM],3,1%,1,-1%,6%[57.1 µM],-1.4,-2.1,-5
Cc1nn(CCC(=O)NNC(=S)Nc2cccc(Cl)c2)c(C)c1[N+](=O)[O-],?,-2,-16%,4,3%,5%,0.5,0.7,-2
Cc1ccc(S(=O)(=O)Oc2ccc(/C=C3\C(=N)N4N=C(S(C)(=O)=O)SC4=NC3=O)cc2)cc1,?,-2,-25%,3,-17%,-13%,-0.4,0.5,-7
Cc1cccc(NC(NC(=O)Cc2ccccc2)C(Cl)(Cl)Cl)c1 (configuration not stated),9%[57.1 µM],-3,-25%,-2,-1%,-10%[57.1 µM],-1.6,-1.7,8
O=C(c1ccc(COc2ccc3ccccc3c2)o1)N1N=C(C(F)F)CC1(O)C(F)F (configuration not stated),0%,-6,-18%,-3,2%,-8%,0.2,0.1,6
COc1ccccc1C(=O)NCC(=O)Nc1cccnc1,/,/,/,3,/,/,0.6,-0.3,-8
COC(=O)NNC(=O)c1cccc(C)c1,5%,0,-5%,19,5%,3%,0.1,0.5,3
CC(CNC(=O)CN1C(=O)c2cccnc2Oc2ccc(Cl)cc21)c1ccccc1 (configuration not stated),18%&12%,6&3,-20%&-10%,3&-3,-10%&4%,-2%&2%,-0.7&-0.4,-0.4&-2.1,2
